GSK3A inh: human GSK-3 alpha kinase inhibition. 320,000 tested, 0.1% active. AID 2650. ADP-Glo luminescence, 60 min. inhibition, % at 10 µM. P49840;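 in the data active = inhibition above about 50%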;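 note: GST-tagged GSK-3 alpha with peptide substrate and 25 µM ATP; 0% = DMSO neutral wells and 100% = GW8510 positive control wells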
Target sequence (P49840 whole entry, looked up): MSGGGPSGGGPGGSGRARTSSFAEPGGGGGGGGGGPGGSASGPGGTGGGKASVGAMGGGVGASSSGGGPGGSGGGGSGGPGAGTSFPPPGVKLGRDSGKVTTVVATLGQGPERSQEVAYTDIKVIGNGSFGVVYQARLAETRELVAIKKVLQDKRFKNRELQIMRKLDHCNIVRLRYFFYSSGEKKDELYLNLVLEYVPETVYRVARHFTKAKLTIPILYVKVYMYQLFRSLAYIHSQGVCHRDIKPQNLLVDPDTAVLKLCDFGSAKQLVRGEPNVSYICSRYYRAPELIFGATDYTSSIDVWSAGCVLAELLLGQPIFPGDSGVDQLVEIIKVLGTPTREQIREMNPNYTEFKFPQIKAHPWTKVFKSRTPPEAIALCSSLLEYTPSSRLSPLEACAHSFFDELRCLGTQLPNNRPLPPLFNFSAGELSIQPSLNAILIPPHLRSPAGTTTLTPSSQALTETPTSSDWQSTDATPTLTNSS
HSF1 inhib: HSF1 inhibition; NIH3T3-HGL HSE-luciferase, MG132-induced, luminescence 8 h; hits give low values; activity change, negative = inhibition, % at 7.5 µM (by protocol); 300,000 tested, 0.77% active; AID 2098;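 active = more than half of replicate wells show activity change below -50%, luminescence cut by over half; inconclusive = some wells, but at most half, below -50%; inactive = no replicate well below -50%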;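 note: luciferase reports HSF-1 transcriptional activity via heat shock element; 0% = median of DMSO wells and -100% = zero luminescence signal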
aSyn 5UTR inh: 5' untranslated region of α-synuclein, MLPCN primary screen. alpha-synuclein 5'UTR reporter, inhibitor activity. inhibition, % (tested at 7.5 µM). 300,000 tested, 0.82% active. AID 1813; in the data active = inhibition above about 60%; inconclusive = no clear call, values can overlap the other calls;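 note: H4 neuroglioblastoma cells stably carrying SNCA 5'UTR luciferase fusion; 0% = DMSO wells and 100% = positive control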
AI-2 QS mod: modulates the Vibrio harveyi AI-2 quorum sensing system; Vibrio harveyi JMH597 AI-2 luminescence/OD600 ratio, 9 h; hits give low values; strain lacks LuxN and CqsS sensors; 0 = neutral-control median; activity change, % at 7.5 µM; 300,000 tested, 0.4% active; in the data active = activity change below about -75%, passing the limit was not always enough; inconclusive = no clear call, values can overlap the other calls;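 note: luminescence divided by OD600 gain over 9 h not by final OD600 alone; inactives centre near 13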
HSF-1 act: increases HSF-1 driven luciferase reporter signal. activation, % at 9 µM. 300,000 tested, 1.7% active. AID 504408. NIH3T3-HGL HSF-1 luciferase reporter, MG132, 8 h; 100% = twice DMSO control signal;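 active = mean replicate activation of at least 50% with a set share of replicates each reaching 50%; inconclusive = only one of those two conditions met; inactive = mean below 50% and too few replicates reaching it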;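 note: 0% = median of the neutral control wells and 100% = twice that signal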
PolyA inh: inhibitors of polyadenylation in S. cerevisiae | calls only at 12 µM | 300,000 tested, 0.02% active | S. cerevisiae SKY197-pL101 polyadenylation reporter, beta-gal luminescence; efflux-impaired pdr1/pdr3 knockout yeast; score 100 = 6 SD above DMSO;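 active = lowest replicate activity score at least 50, where 100 means six control SD above control mean; inconclusive = lowest score under 50 but half or more replicates reach 50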;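 note: yeast exposed to compound for 9 h at 30 °C; higher score means more reporter readthrough which indicates perturbed polyadenylation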
GSK3B inh: inhibitors of human GSK3beta kinase | GST-GSK3beta kinase, ADP-Glo luminescence, 60 min; hits give low values | activity score (negative = inhibition), % at 10 µM | 300,000 tested, 0.038% active;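 active = more than half of replicate wells score below -50%, meaning over 50% inhibition versus plate controls; inconclusive = some replicates but at most half score below -50%; inactive = no replicate scores below -50%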;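 note: 0% = median DMSO wells and -100% = median GW8510 positive control wells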
Target sequence (P49841 whole entry, looked up): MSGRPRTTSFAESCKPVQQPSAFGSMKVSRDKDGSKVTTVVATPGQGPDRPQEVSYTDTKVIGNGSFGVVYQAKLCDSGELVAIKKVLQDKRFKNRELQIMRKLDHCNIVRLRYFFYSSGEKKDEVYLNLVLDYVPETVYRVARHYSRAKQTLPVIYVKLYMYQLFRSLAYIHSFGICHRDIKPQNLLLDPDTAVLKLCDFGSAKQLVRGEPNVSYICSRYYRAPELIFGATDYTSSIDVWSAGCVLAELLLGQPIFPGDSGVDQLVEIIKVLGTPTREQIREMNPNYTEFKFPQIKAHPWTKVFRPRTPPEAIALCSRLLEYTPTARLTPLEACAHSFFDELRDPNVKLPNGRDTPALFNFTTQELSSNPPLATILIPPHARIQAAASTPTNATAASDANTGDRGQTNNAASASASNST
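Test system – GST-tagged human GSK3beta kinase, cell-free · Incubation – 60 min enzyme reaction, room temperature · Signal – ADP-Glo luminescence · Also added – peptide substrate and ATP at 25 µM · Controls – DMSO neutral wells and GW8510 at 20 µM as positive · Buffer or medium – Tris/MgCl2 kinase buffer · Measure – Luminescence-derived activity versus plate DMSO and GW8510 wells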
HSP90 refold inh: inhibitors of HSP90 luciferase refolding in rabbit reticulocyte lysate. luciferase refolding luminescence, 3 h. 290,000 tested, 0.91% active. inhibition, % at 5.6 µM;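 active = inhibition above the screen-wide mean plus 3 SD, computed separately per campaign, cut at about 16% in these data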;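 note: 0% = DMSO wells and 100% = 60 µM geldanamycin wells; inhibitors lower the luminescence because luciferase stays unfolded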
KLF5 inhibitor: inhibitors of KLF5 expression | 290,000 tested, 0.23% active | AID 1700 | DLD-1 KLF5 promoter-luciferase reporter, luminescence | inhibition, % at 5 µM;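 active = inhibition above a per-plate limit of that plate's mean compound inhibition plus 3 SD, cut at about 60% in these data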;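 note: 0% = DMSO wells and 100% = LY294002 at 200 µM; higher means less KLF5 promoter-driven luciferase light; inactives centre near -14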
IEC-6 tox: kills IEC-6 intestinal cells in KLF5 counter-screen; IEC-6 cytotoxicity, luminescence viability; inhibition, % at 5 µM; 290,000 tested, 0.78% active; in the data active = inhibition above about 22%;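 note: 0% = plate median of test compound wells and 100% = cytotoxic reference compound wells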
* marks the source's active call; other numbers are inactive results; i = inactive; u = inconclusive; x = not tested or not shown.

SMILES	GSK3A inh	HSF1 inhib	aSyn 5UTR inh	AI-2 QS mod	HSF-1 act	PolyA inh	GSK3B inh	HSP90 refold inh	KLF5 inhibitor	IEC-6 tox
CC(C)c1nc(SCC(=O)Nc2ccc3c(c2)OCO3)n[nH]1	8	4	-6	24	-16	i	-1	0	8	-2
CCc1ccc2c(COC(=O)CNS(=O)(=O)c3ccc(NC(C)=O)cc3)cc(=O)oc2c1	4	2	-2	17	-11	x	1	4	-13	-4
COc1ccc(OC)c(NC(=O)c2cccc(N3C(=O)C4C5CCC(C5)C4C3=O)c2)c1 (centres undefined)	6	-5	-8	21	0	i	6	-1	-23	4
Nc1cc(=O)[nH]c(SCC(=O)Nc2ccccc2Sc2ccccc2)n1	-1	-2	28	9	-8	i	1	4	0	5
CCOc1ccc(C(CCc2ccccc2)NC(=O)c2ccc(OC)c(OC)c2)cc1OCC (centres undefined)	-3	9	3	13	16	x	-1	3	-20	2
O=C(Cc1ccccc1)NCCc1cccc(Cl)c1	1	7	0	-19	17	i	0	4	-14	3
CC(C)c1ccc(NC2CCCN(C(=O)CSc3nncn3C)C2)cc1 (centres undefined)	-1	-3	-9	0	-7	i	-1	0	-16	1
Cc1ccc(S(=O)(=O)/N=C(\N)c2ccc(Cl)cc2)cc1	-9	1	-5	-68	3	i	-1	-3	-12	-7
COc1cc(C(=O)NC(C)CCn2cccn2)ccc1OC1CCN(C(C)=O)CC1 (centres undefined)	-1	-16	3	18	-32	i	3	-3	-36	-7
CSCCC(=O)N1CCC(CCC(=O)NC2CC2)CC1	-3	-5	-3	3	4	i	0	-1	-2	1
CCn1c(=O)c(C(=O)NCc2ccc(F)cc2)c(O)c2ccccc21	-1	-8	6	17	6	i	-3	-6	-12	3
Cc1cc(C)cc(OCCNC(=O)C(C)N2C(=O)c3ccccc3C2=O)c1 (centres undefined)	0	3	-6	-10	37	i	1	-2	-29	2
Cc1nn(-c2ccccc2)c2[nH]c(=O)c(CNCC3CCCO3)cc12 (centres undefined)	-1	4	-38	34	-4	i	0	5	-10	8
CN(C)C(=O)N1CCC(C(=O)NCc2ccc(F)cc2Cl)CC1	-6	-69*	-1	31	-73	i	-1	2	-18	3
O=C(C=C1CCN(c2ncc(C(F)(F)F)cc2Cl)CC1)NNC(=O)Nc1ccccc1	0	0	-33	49	-13	i	1	0	-13	1
Cn1c(CCc2ccc(N)cc2)nc2ccccc21	0	44	-48	2	u	i	-3	4	-134	-7
CCN1CCN(Cc2cccc(Oc3ccc(Cl)cc3)c2)CC1	6	5	-13	28	-5	i	0	4	-24	1
Cc1cccc(Nc2nnc(SC3CCOC3=O)s2)c1C (centres undefined)	1	0	-1	16	9	i	0	-6	-17	0
COc1ccc(-n2c(C)cc(C(=O)CN3C(=O)C(=O)N(Cc4ccccc4)C3=O)c2C)cc1	2	-5	26	8	3	i	2	4	-7	-4
Cc1ccccc1C(=O)NC1CCN(CC(=O)Nc2ccccc2)CC1	0	-5	-1	5	4	i	4	1	-52	-9
COc1ccc(NC(=O)COc2ccccc2C#N)c(S(=O)(=O)N2CCCCC2)c1	0	1	0	44	8	i	0	-3	-9	-2
O=C(CN1C(=O)NC2(CCCCC2)C1=O)NCCC1=CCCCC1	1	-4	22	33	-4	i	0	-2	-38	-3
O=C(CN1CCN(c2ccccn2)CC1)Nc1cc(F)ccc1F	0	4	-4	13	5	i	-2	-3	-39	-3
COc1ccc(N2CCC(CNC(=O)Nc3ccc(C)c(C)c3)C2)cc1 (centres undefined)	-5	10	8	8	20	x	-1	-1	-15	4
CCOc1ccccc1Nc1nnc(SCC(=O)Nc2nc(-c3ccc(OC)cc3)cs2)s1	0	7	-34	5	7	i	-1	3	-35	-9
CC(C)Oc1ccc(S(=O)(=O)N2CCOCC2)cc1NC(=O)CN1C(=O)NC2(CCCC2)C1=O	-1	-5	7	7	5	i	-3	-2	-21	-2
Cc1cc(C)nc(NC(=NCCc2c[nH]c3ccccc23)NC(=O)Nc2ccc(Cl)c(Cl)c2)n1	-2	3	-15	1	-15	i	-4	5	3	9
CC(=O)c1c(NC(=O)c2ccccc2)[nH]c(-c2ccccc2)nc1=S	-1	-2	-20	13	14	i	-1	-2	-7	-4
C=C(C)Cn1c(SCC(=O)NCc2ccco2)nc2sc3c(c2c1=O)CCC3	-1	-1	-8	-1	-4	i	2	-3	-15	-1
COc1cc(/C=N/Nc2ccc(Cl)c(C(=O)O)c2)ccc1OC(=O)c1cccs1	-1	x	x	x	x	x	x	21*	15	6
COc1ccc(N2CCN(C(=O)CCNS(=O)(=O)c3ccccc3)CC2)cc1	-1	5	22	29	11	i	-1	3	-18	1
COc1ccc(OC)c(NC=C2C(=O)OC3(CCCCC3)OC2=O)c1	-2	7	-5	18	4	i	1	1	10	0
Cn1c2ccccc2c2nnc(SCC(=O)Nc3cccc(C(=O)O)c3)nc21	6	-6	13	17	-1	i	-1	3	-30	0
O=C(Nc1ccccc1Cl)Nc1ccnn1C1CCN(C(=O)CCN2CCCO2)CC1	-2	-6	-21	6	-20	i	1	-5	-25	1
COc1cccc(C(=O)NCCN2CCN(c3ccccc3)CC2)c1	-3	-1	4	0	5	i	-1	-4	-170	-1
NC(=O)c1cc2cc([N+](=O)[O-])ccc2oc1=O	0	-7	-5	16	-27	i	0	-1	-42	-6
O=C(O)c1cccc([N+](=O)[O-])c1C(=O)Nc1ccc2ccccc2c1	-4	-24	-24	x	-42	i	x	3	-19	-2
NC(=S)N/N=C/c1ccc(-c2ccc(Cl)c(Cl)c2)o1	-1	14	-36	-39	7	i	4	-4	-6	-2
O=C(CSc1ccccc1)Nc1ccc2c(c1)OCO2	-1	13	-125	4	21	i	1	-7	-99	-4
CCCCNC(=O)Nc1c(C)cc(SC#N)cc1C	-3	-1	7	-69	0	i	-3	37*	-10	2
O=C(O)CCN1C(=O)c2ccncc2C1=O	-2	-7	6	16	-5	i	1	0	-18	-5
COc1ccc(NC(=O)COc2ccc3c(c2)OCO3)cc1	-1	-21	-51	14	-32	i	-1	-4	-20	-12
O=C(NC1CC2CCCC(C1)N2C(=O)Nc1ccc(F)cc1)c1ccccc1 (centres undefined)	1	-1	21	36	-7	i	2	1	-7	2
Cc1ccnn1C(C)C(=O)O (centres undefined)	0	-1	8	4	2	i	2	-3	-7	1
CN(C)c1cccc(C(=O)NCC2CCCO2)c1 (centres undefined)	-1	-7	-50	10	1	i	2	-1	-42	0
Cc1ccc(CCNC(=O)CCSCc2ccc(Cl)cc2)cc1	-2	2	-10	22	10	i	2	-6	-26	-5
Cn1cccc1/C=N/NC(=O)c1cccs1	1	5	-70	5	19	i	3	0	-94	4
CC1(C)Cc2nc(Cl)c(C(N)=O)cc2CO1	-1	-3	12	-1	10	i	1	5	-21	3
CCOC(=O)C1(CCOC)CCN(Cc2cccc(OCc3ccccc3)c2)CC1	0	10	-8	7	12	i	6	-4	-39	-7
Cc1nc(N)sc1-c1csc(Nc2ccccc2)n1	3	-4	-130	16	-3	i	-2	26*	-3	3
C/C(=N\NC(=O)c1cc(-c2ccc(C)s2)nc2ccccc12)c1cccnc1	x	12	-34	19	14	i	1	-5	-57	4
CC1CC(C)CN(C(=O)CCCn2c(=O)c3cccn3c3cccnc32)C1 (centres undefined)	-3	1	1	19	3	i	3	1	-22	6
Nc1cc(Cl)ccc1Nc1ccncc1	1	3	20	30	0	i	-2	1	-6	3
COC(=O)c1cc(C(C)=O)n2ccccc12	-3	-23	23	15	-38	i	0	2	-20	-2
O=C(NCCCl)Nc1cccc(Br)c1	0	5	12	-10	-5	i	1	0	-1	2
COc1ccc(-n2nnc3c(=O)n(CC(=O)OCc4ccccc4)cnc32)cc1	-2	3	3	3	-6	i	0	-4	5	-1
Cc1cccc(C(=O)OCC(=O)NN2C(=O)NC3(CCC(C)CC3)C2=O)c1O (centres undefined)	0	-3	-5	x	1	i	x	x	x	x
COC(=O)CC1(c2ccccc2)C(=O)c2ccccc2C1=O	-2	2	7	28	-6	i	0	5	4	3
COc1ccc(OCC(=O)NCC(c2cccs2)N2CCOCC2)cc1 (centres undefined)	1	2	-3	16	-3	i	-2	x	x	x
N#C/C(=C\c1cccnc1)C(=O)Nc1ccc(Cl)cc1	0	3	-32	8	0	i	2	3	-3	6

Going on with the list:
SMILES	GSK3A inh	HSF1 inhib	aSyn 5UTR inh	AI-2 QS mod	HSF-1 act	PolyA inh	GSK3B inh	HSP90 refold inh	KLF5 inhibitor	IEC-6 tox
CCCCNC(=O)C1CCCN1C(=O)Nc1ccccc1 (centres undefined)	4	3	15	11	4	i	-1	-2	-22	-5
Cc1ccc(-n2c(Cc3cccn3C)nnc2SCC(=O)NC2CCCCC2)cc1	1	4	12	26	37	i	7	0	-10	-5
COc1ccc(CCNC(=O)CN(c2cc(C)cc(C)c2)S(=O)(=O)c2c(C)noc2C)cc1OC	0	0	-28	1	-9	i	0	2	-2	1
COc1ccccc1NC(=O)CSc1nnc(C2CCCCC2)n1-c1ccccc1	1	-5	21	11	-13	i	8	9	7	-3
CCNS(=O)(=O)c1ccc(CCC(=O)NCc2cccnc2)cc1	-1	1	14	11	1	i	-1	3	-24	-2
N#C/C(=C/c1ccc(-c2ccc(Br)cc2)o1)C(=O)NC1CCCCC1	-2	4	-51	6	11	i	0	4	-1	2
Cc1ccccc1C(=O)c1c[nH]c(C(N)=O)c1	1	-6	-8	0	-16	i	0	-2	1	-3
CC(c1ccc(C(C)(C)C)cc1)S(=O)CC(O)CO (centres undefined)	-2	2	-18	12	-16	i	1	-3	-3	-1
COc1ccc(/C=N/NC(=O)c2cccc(C(=O)N/N=C/c3ccc(OC)c(OC)c3)n2)cc1OC	x	7	13	16	0	i	-1	-3	-38	-4
O=C1c2ccccc2C(Nc2ccc(S(=O)(=O)N3CCCCCC3)cc2)N1c1ccccn1 (centres undefined)	-2	6	16	15	-18	i	-2	0	-26	3
O=C(COc1cccc(-n2cnnn2)c1)Nc1ccc([N+](=O)[O-])cc1	0	4	6	-10	3	i	1	-2	2	14
O=C(NNC(=O)c1ccc(Oc2cc(Cl)cc(Cl)c2)o1)c1ccccc1	-1	-1	17	-4	2	i	-2	1	2	8
O=C(c1ccc(Cl)cc1)N1CCC(=O)N(C(CO)Cc2ccccc2)CC1 (centres undefined)	-2	0	6	4	9	i	-3	x	x	x
Cc1ccc(C(=O)NC(=S)NCc2cccnc2)c(C)c1	-1	0	-18	35	-6	i	1	2	-4	-5

The list is partial. The share of hits here may be higher or lower than overall.
